EP2 modulator – modulates human prostaglandin E2 receptor EP2 signaling; EP2-expressing cells, cAMP HTRF FRET, PGE2 co-stimulation; hit rate 0.83% among 260,000; induction, % at 25 µM; P43116;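 active = compounds whose cAMP rise, as percent of the full-agonist control response, exceeds 60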;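 note: rat C6 glioma line stably carrying human EP2 under a CMV promoter; the protocol text gives 20 µM as final concentration; 100% = response of wells given 1 µM PGE2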
NPY-Y1 antag – NPY-Y1 (human) receptor antagonism; HEK293-CNG Y1 cells, membrane potential fluorescence; NPY at EC95, then isoproterenol; P25929; hit rate 1% among 200,000; inhibition, % at 3.6 µM;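 active = inhibition above the campaign mean inhibition of all tested compounds plus 3 SD, cut at about 20% in these data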;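 note: 0% = DMSO wells given NPY plus isoproterenol and 100% = isoproterenol alone without NPY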
Target sequence (P25929 whole entry, looked up): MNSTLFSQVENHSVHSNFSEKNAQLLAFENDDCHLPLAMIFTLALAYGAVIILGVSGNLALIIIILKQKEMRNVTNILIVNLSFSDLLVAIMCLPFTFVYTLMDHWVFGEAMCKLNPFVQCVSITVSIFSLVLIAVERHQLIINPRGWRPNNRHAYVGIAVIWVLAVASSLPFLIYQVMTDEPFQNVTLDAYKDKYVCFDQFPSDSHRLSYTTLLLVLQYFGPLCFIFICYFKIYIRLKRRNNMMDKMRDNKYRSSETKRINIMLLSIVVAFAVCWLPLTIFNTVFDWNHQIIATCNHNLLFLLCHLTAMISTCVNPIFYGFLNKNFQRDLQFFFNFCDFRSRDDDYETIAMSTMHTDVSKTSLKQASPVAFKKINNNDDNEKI
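Assay system: HEK293 Y1/CNG channel cell line; Doses: single compound dose of 3.6 µM, 0.4% DMSO; Timing: dye 3 h, compound 60 min room temperature, stimulation 45 min; Technique: Membrane-potential fluorescent dye readout; Measure: % inhibition of NPY effect.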
S1P4 agonist – activates the human S1P4 receptor; O95977; S1P4-expressing cell line, agonist reporter assay; activation, % at 4.98 µM; hit rate 0.35% among 220,000; AID 1509; in the data active = activation above about 11%;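 note: 0% = DMSO vehicle and 100% = reference agonist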
Target sequence (O95977 whole entry, looked up): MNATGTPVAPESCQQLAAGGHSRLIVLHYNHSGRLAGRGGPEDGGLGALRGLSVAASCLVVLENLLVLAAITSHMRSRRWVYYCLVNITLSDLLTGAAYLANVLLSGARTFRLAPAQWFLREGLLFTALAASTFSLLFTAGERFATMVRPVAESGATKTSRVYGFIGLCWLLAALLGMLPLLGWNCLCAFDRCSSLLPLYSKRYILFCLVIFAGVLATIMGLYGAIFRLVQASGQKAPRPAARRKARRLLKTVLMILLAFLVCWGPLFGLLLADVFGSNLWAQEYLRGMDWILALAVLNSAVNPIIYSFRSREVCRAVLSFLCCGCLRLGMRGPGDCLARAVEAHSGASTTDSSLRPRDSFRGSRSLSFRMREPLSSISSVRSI
TRPML3 ag – activates the human TRPML3 channel | HEK293 TRPML3-YFP, Fluo-8 calcium fluorescence; 100% = the carbachol control signal | activation, % at 3 µM | hit rate 0.29% among 220,000 | AID 1448;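 active = activation above its plate's cutoff, the mean activation of the plate's test wells plus 3 SD, cut at about 12% in these data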;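 note: 0% = DMSO only wells and 100% = carbachol wells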
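Test system: TRPML3-YFP stable HEK293 cells. Doses: single point at 3 µM. Incubation: dye loading 1 h 37 °C then 30 min ambient, 125 s read. Signal: Fluo-8 calcium dye fluorescence, ex 470-495, em 515-575 nm. Measure: percent activation from peak-to-basal fluorescence ratio, scaled between DMSO and carbachol.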
NPY2 pot ag – human NPY-Y2 potentiation or agonism, primary screen; activation, % at 3.6 µM; cells expressing NPY-Y2, potentiator/agonist read-out; AID 1359; hit rate 0.45% among 220,000; in the data active = activation above about 27%;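 note: cells stimulated with NPY near EC25 plus isoproterenol at EC100; 0% = vehicle plus submaximal agonist and 100% = vehicle plus saturating agonist; some results beyond the cut were filed as inactive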
NPY-Y1 PAM-ag – potentiates or activates human NPY-Y1 receptor. P25929. NPY-Y1 expressing cells, potentiator/agonist activation. activation, % at 3.6 µM. hit rate 0.37% among 220,000. AID 1304; in the data active = activation above about 33%, passing the limit was not always enough;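 note: cells stimulated with NPY at EC10 then isoproterenol at EC100; 0% = low agonist plus stimulus and 100% = saturating agonist plus stimulus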
S1P4 antag – human S1P4 receptor antagonism; S1P4-expressing cells, antagonist mode, reporter read-out; AID 1510; hit rate 0.26% among 220,000; O95977; inhibition, % at 4.98 µM; in the data active = inhibition above about 29%;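 note: 0% = wells stimulated with agonist and 100% = vehicle wells without agonist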
CHOP inh – blocks CHOP induction under ER stress | CHO-K1 CHOP-promoter luciferase, tunicamycin-induced, 15-18 h | inhibition, % at 10 µM | hit rate 3.8% among 220,000 | AID 2732;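 active = compounds that reduced the stress-induced luciferase reporter signal by more than about 70% of percent inhibition, limit read from the data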;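 note: 0% = tunicamycin plus vehicle and 100% = wells without tunicamycin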
zfTRPN1 agonist – activates the zebrafish TRPN1 channel. AID 1424. hit rate 0.18% among 220,000. HEK293 zebrafish TRPN1-YFP, Fluo-8 calcium fluorescence; 100% = response to 87 µM carbachol. activation, % at 3 µM;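 active = activation above its plate's cutoff, the mean activation of test wells on that plate plus 3 SD, cut at about 19% in these data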;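 note: 0% = DMSO alone and 100% = 87 µM carbachol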
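Assay system: Zebrafish TRPN1-YFP in HEK293 cells | Incubation: Dye loading 1 h at 37 °C, then 30 min room temperature | Measured by: Kinetic Fluo-8 fluorescence, ex 470-495, em 515-575 nm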
Numbers without * were called inactive; . = not tested or not shown.

SMILES | EP2 modulator | NPY-Y1 antag | S1P4 agonist | TRPML3 ag | NPY2 pot ag | NPY-Y1 PAM-ag | S1P4 antag | CHOP inh | zfTRPN1 agonist
COc1ccc(OC(C)C(=O)Nc2cccc(F)c2)cc1 (configuration not stated) | -29 | 4 | -1.5 | -1.2 | 5 | -10 | -14 | 5 | -2.3
CCN1C(=O)CC(n2c(C)nc3ccccc32)C1=O (configuration not stated) | -14 | 0 | 0.1 | 0.8 | 3 | -1 | -6 | 5 | 1.3
Cc1cc(C(=O)CSc2nn3c(=O)c(C(C)(C)C)nnc3s2)c(C)n1-c1ccc(F)cc1 | 27 | 16 | 0.5 | -0.3 | -3 | -2 | 1 | 23 | -0.5
CSc1ncccc1C(=O)NCC12CC3CC(CC(C3)C1)C2 | -30 | 0 | -0.3 | 0.7 | 14 | 9 | -11 | 13 | -2.5
Fc1ccc(C(c2nnnn2C2CCCC2)N2CCN(Cc3ccccc3)CC2)cc1 (configuration not stated) | 17 | 3 | -0.2 | 0.5 | -5 | -19 | -3 | 40 | 0.7
COc1ccc(Cl)cc1Nc1nc(-c2sc(NC(=O)CC(C)C)nc2C)cs1 | 15 | -6 | 1.7 | 0.8 | 0 | -1 | -41 | 35 | 0.4
O=C(Nc1ccncc1)c1ccc2c(c1)S(=O)(=O)c1ccccc1C2=O | -36 | 1 | 1.7 | 1.0 | -3 | 15 | -17 | 24 | 1.5
CC(=O)Nc1ccc2oc(-c3cc(F)c(F)cc3Cl)nc2c1 | 4 | -3 | -1.1 | 0.6 | 16 | 6 | -3 | 82* | 1.0
O=C(Cc1ccccc1)NC1(Cc2ccc(O)cc2)CCCCC1 | 15 | -4 | -0.9 | 0.3 | 13 | 14 | -8 | 10 | 0.4
Cc1ccc(NCC(O)C(O)C(O)CO)c(N=Nc2ccccc2)c1C (configuration not stated) | -2 | . | -0.4 | -2.0 | 98* | 99* | 0 | 23 | -1.4
O=C(NCCCN1CCOCC1)c1ccc(Br)s1 | 4 | -1 | -1.6 | 0.2 | -1 | 0 | -19 | 11 | -0.1
COc1ccccc1CC(=O)Nc1ccc(-c2nnc(-c3ccco3)o2)cc1 | 2 | -5 | -2.5 | 0.0 | -4 | 1 | 8 | 8 | -0.8
Cc1c(C)c(C)c2[nH]c(=S)[nH]c2c1C | 5 | . | 1.0 | 0.2 | -2 | -10 | 16 | 20 | 1.5
CCC(C)N1C(=O)CCC1C(=O)NCc1ccc2c(c1)OCO2 (configuration not stated) | -5 | -4 | 3.4 | 0.4 | 7 | 3 | -16 | 19 | 0.4
COc1cc(C(=S)N2CCCC2)cc(Cl)c1O | 5 | -1 | 1.2 | 0.4 | 5 | 0 | -1 | -6 | 0.1
Cc1ccc(-c2nc(N/N=C/c3ccccc3[N+](=O)[O-])c3ccccc3n2)cc1 | 20 | -2 | 2.6 | 0.3 | 0 | -5 | -18 | 41 | 0.9
O=C(Nc1ccc(Cl)cc1F)C1CCN(S(=O)(=O)c2cccnc2)CC1 | 9 | 2 | -2.8 | 0.1 | 4 | 27 | -7 | 40 | -1.0
Cc1cc(OCC(O)CN)ccc1Cl (configuration not stated) | -11 | 2 | -2.7 | 0.5 | 20 | 51* | 2 | -6 | 0.6
COc1ccc(CNC(=O)CCSc2ccc(F)cc2)cc1OC | -22 | -1 | 1.2 | 1.6 | -3 | 2 | -34 | 5 | 2.5
O=C(O)C1CC=CCC1C(=O)NC12CC3CC(CC(C3)C1)C2 (configuration not stated) | 0 | -3 | -1.8 | -0.2 | 1 | 6 | -1 | 10 | 1.3
Cc1ccc(NC(=O)C2CCCN(S(=O)(=O)c3cnc[nH]3)C2)cc1C (configuration not stated) | 3 | -2 | -0.5 | 0.3 | -3 | 2 | -1 | -7 | 1.0
CCc1cccc(C)c1NC(=S)NCc1ccccc1 | -8 | 0 | -0.8 | -1.2 | -1 | -7 | -6 | 21 | -2.1
O=C(CSCc1ccc(Cl)cc1)Nc1ccccc1C(=O)N1CCOCC1 | -14 | 4 | 2.6 | 0.3 | -3 | 5 | -3 | 24 | 1.3
CCO[C@@H]1OC(C(=O)NCc2nc3ccccc3[nH]2)=C[C@H](c2cn(C(C)=O)c3ccccc23)[C@H]1CCCO | -28 | 2 | 0.0 | -0.3 | -4 | -21 | 5 | 9 | -1.6
O=C(NCC(=O)N(Cc1ccccc1)C(C(=O)NCC1CCCO1)c1ccccc1)c1cccs1 (configuration not stated) | -12 | -1 | -1.9 | 1.0 | 1 | -7 | 2 | -29 | 2.9
CN(C)S(=O)(=O)c1ccc(C(=O)Nc2ccnn2C2CCCCC2)cc1 | 5 | 1 | -1.5 | 0.9 | 4 | 3 | -9 | 12 | 2.1
Cc1cnc(C(=O)OCC(=O)Nc2cccc(S(=O)(=O)N3CCCCC3)c2)cn1 | 7 | 3 | 0.5 | 1.2 | -5 | 14 | -10 | 11 | 3.1
O=C(COc1cccc(Oc2ccccc2)c1)Nc1ccc(SC(F)F)cc1 | 28 | 5 | 1.0 | 0.4 | -23 | -39 | -16 | 66 | 0.6
O=C(c1c[nH]c2ccccc12)N1CCN(Cc2ccccc2)CC1 | -74 | 3 | -2.8 | 0.2 | 0 | 6 | -5 | 31 | 2.0
COc1ccc2c(Cl)c(C(=O)NCc3ccco3)sc2c1 | -46 | 6 | -1.2 | -1.4 | 4 | 18 | 2 | -6 | -0.5
CCCn1nc2cc(C(=O)NC3CCc4ccccc43)ccc2c1OCC (configuration not stated) | -19 | 0 | -0.9 | -1.0 | 10 | 10 | -8 | -4 | -0.5
NC(=O)C1CCN(C(=O)Cc2ccc([N+](=O)[O-])cc2)CC1 | 19 | -3 | -3.5 | 0.5 | 7 | 14 | -13 | 6 | 0.2
COC(=O)c1cc2occc2n1Cc1ccc(Cl)cc1 | 50 | 14 | 1.0 | -0.8 | -12 | -23 | -10 | 87* | -1.3
O=C(Cc1ccccc1Cl)Nc1nc2ccccc2[nH]1 | -41 | . | 0.0 | 0.8 | -18 | -17 | -20 | 15 | 3.0
COc1cccc(/C=N/n2cnnc2)c1OCc1ccccc1 | -42 | 1 | -0.1 | 0.4 | -12 | -12 | 0 | 6 | 0.4
Cc1ccccc1N1OC2C(=O)N(c3ccc(F)cc3)C(=O)C2C1c1ccccn1 (configuration not stated) | 21 | -1 | 0.6 | 0.5 | 11 | -17 | -13 | 17 | -0.3
Cc1nn(-c2ccccc2)c2sc(C(=O)OC3CCOC3=O)cc12 (configuration not stated) | 12 | -6 | 0.5 | 0.1 | 2 | 15 | -7 | 14 | -0.6
O=C(Nc1ccc(Cl)cc1)c1cccnc1N1CCCCC1 | 36 | 4 | 1.0 | 0.3 | 11 | 10 | 95* | 56 | -1.3
O=C(COc1ncnc2cc([N+](=O)[O-])ccc12)NCCc1ccc(Cl)cc1 | -50 | 5 | -0.1 | 1.3 | -16 | -8 | 8 | -8 | 3.2
CCCc1n(CC(O)COCc2ccccc2)c2ccccc2[n+]1C (configuration not stated) | 19 | 0 | 2.3 | -0.5 | -4 | -11 | -26 | 9 | 0.7
CCCCCSc1nnc(-c2ccccc2NC(C)=O)c(=O)[nH]1 | 18 | -2 | -1.8 | -0.2 | -16 | -4 | 12 | -7 | -0.6
O=C(CSc1ccccc1)NCc1ccc(F)cc1 | 9 | 2 | -1.1 | -0.6 | -2 | 5 | -1 | -1 | -1.8
CN(Cc1cccc(Cl)c1Cl)C(=O)c1ccc(NC(=O)CC#N)cc1 | 16 | -2 | 0.5 | -0.2 | -12 | 8 | -4 | 4 | 0.8
Cc1occc1-c1nnc(SCC(=O)Nc2ccccc2)n1C | 17 | 3 | -0.4 | 1.6 | -1 | 2 | -4 | 0 | -0.7
NC(=O)C1(N2CCCCC2)CCN(C(=O)CSc2nc3ccccc3[nH]2)CC1 | 19 | 2 | -0.5 | 0.4 | 5 | -18 | -19 | 20 | -0.6
O=C(NCC1CC1)c1ccc(Nc2nc3ccc(Br)cc3[nH]2)cc1 | -44 | -5 | 0.2 | 0.3 | -1 | 26 | -30 | 32 | 0.6
Fc1ccc(NC(=S)N2CCOCC2)cc1Cl | -20 | 2 | -1.6 | 0.9 | -5 | -11 | -6 | 22 | 1.1
CCOC(=O)c1ccc(NC(=O)N2CCN(C(=O)C3CCCO3)CC2)cc1 (configuration not stated) | 6 | 2 | 0.6 | 0.6 | 14 | -2 | -7 | 6 | 0.9
COc1ccc(NC(=O)c2cc(S(=O)(=O)N(Cc3ccccc3)c3ccccc3)ccc2Cl)cn1 | 32 | 2 | -0.1 | 0.2 | 0 | -15 | -21 | 50 | -1.6
OC1(CN2CCOCC2)C2CN3CCN(C2)CC1(c1ccccc1)C3 (configuration not stated) | 11 | 1 | 2.1 | 0.6 | -1 | 5 | -11 | 8 | -0.5
CCn1c(SC(C)C)nnc1-c1c[nH]c2ccccc12 | 14 | 8 | -0.8 | 0.1 | 6 | 7 | -17 | 59 | 0.4
CCOC(=O)c1c(NC(C)=O)sc2c(O)c(Br)cc(Br)c12 | -42 | -3 | 62* | 0.2 | 7 | -9 | -10 | 7 | 0.6
c1cc2ccc3ccc(CN4CCOCC4)c4ccc(c1)c2c34 | -18 | 8 | -0.1 | -0.2 | -1 | -20 | 0 | 38 | 0.5
COc1cc(OC)c(NC(=O)/C=C/C(=O)O)cc1Cl | 0 | . | 2.0 | -0.1 | -4 | 20 | -6 | 2 | -1.9
C/C(=N\NC(=S)Nc1ccccc1)C1Cc2ccccc2C(=O)O1 (configuration not stated) | -50 | . | 1.1 | 0.6 | -23 | 4 | 12 | -27 | 0.1
Cc1ccc(Nc2nnc(-c3ccc(N4CCOCC4)c([N+](=O)[O-])c3)c3ccccc23)cc1 | 2 | -2 | 0.0 | 0.5 | 7 | 4 | -13 | 45 | 0.6
CCn1cc(C(=O)OCc2ccc(F)cc2)c(=O)c2ccc(C)nc21 | 24 | 10 | 2.0 | -0.8 | -26 | -23 | -16 | 51 | -2.7
Cc1ccc2cccc(OCC(=O)Nc3ccc(N4CCOCC4)cc3)c2n1 | -41 | -3 | 1.8 | 1.0 | 6 | -18 | -20 | 2 | 1.4

Quoted at random: four records from the list, in no set order.
SMILES | EP2 modulator | NPY-Y1 antag | S1P4 agonist | TRPML3 ag | NPY2 pot ag | NPY-Y1 PAM-ag | S1P4 antag | CHOP inh | zfTRPN1 agonist
c1cc2ccc3ccc(CN4CCOCC4)c4ccc(c1)c2c34 | -18 | 8 | -0.1 | -0.2 | -1 | -20 | 0 | 38 | 0.5
C/C(=N\NC(=S)Nc1ccccc1)C1Cc2ccccc2C(=O)O1 (configuration not stated) | -50 | . | 1.1 | 0.6 | -23 | 4 | 12 | -27 | 0.1
CCn1cc(C(=O)OCc2ccc(F)cc2)c(=O)c2ccc(C)nc21 | 24 | 10 | 2.0 | -0.8 | -26 | -23 | -16 | 51 | -2.7
Fc1ccc(NC(=S)N2CCOCC2)cc1Cl | -20 | 2 | -1.6 | 0.9 | -5 | -11 | -6 | 22 | 1.1

Screening data (PubChem)
